M1 PAM – potentiates human M1 receptor response to acetylcholine; P11229; CHO-K1 hM1, Fluo-8 calcium fluorescence, ACh EC20; 0% = ACh EC20, 100% = maximal ACh; activation, % at 3 µM; hit rate 0.088% among 360,000; AID 588819; in the data active means activation above about 19%, passing the limit was not always enough
TAAR1 antagonist – antagonists of human TAAR1; Q96RJ0; CHO RD-HGA16 TAAR1, Fluo-8 calcium fluorescence, antagonist; inhibition, % at 3 µM; hit rate 1.5% among 360,000; AID 624466;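 active means inhibition above a per-plate cutoff, the mean inhibition of test compounds on that plate plus 3 SD, cut at about 49% in these data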;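 further: 0% = DMSO plus EC80 beta-PEA response and 100% = DMSO alone without agonist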
Target sequence (Q96RJ0 whole entry, looked up): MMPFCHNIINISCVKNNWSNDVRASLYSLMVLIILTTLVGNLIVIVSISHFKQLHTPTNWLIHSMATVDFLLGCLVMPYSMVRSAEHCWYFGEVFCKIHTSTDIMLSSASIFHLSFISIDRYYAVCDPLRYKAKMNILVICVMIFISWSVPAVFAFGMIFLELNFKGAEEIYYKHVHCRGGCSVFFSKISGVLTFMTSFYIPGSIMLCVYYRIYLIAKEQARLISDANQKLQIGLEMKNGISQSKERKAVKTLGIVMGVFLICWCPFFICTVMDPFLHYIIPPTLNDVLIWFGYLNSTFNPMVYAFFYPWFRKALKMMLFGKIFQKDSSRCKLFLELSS
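Test system – hTAAR1-expressing CHO RD-HGA16 cells, Gα16-coupled · Also added – β-PEA at EC80 concentration, post-compound challenge · Compound – 3 µM, single point · Incubation – dye loading 75 min at 37 °C, then 30 min room temperature · Measured by – Fluo-8 intracellular calcium dye fluorescence, real-time kinetic reads · Benchmarks – vehicle and agonist controls · Replicates – singlicate, one well per test compound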
TAAR1 agonist – agonists of human TAAR1; Q96RJ0; CHO RD-HGA16 TAAR1, Fluo-8 calcium fluorescence; vehicle wells 0%, saturating PEA agonist 100%; activation, % at 3 µM; hit rate 0.99% among 360,000;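 active means activation above the mean activation of all test compounds in the run plus 3 SD, cut at about 38% in these data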
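System: CHO-derived RD-HGA16 cells with stable Gα16 and human TAAR1 / Times: 17-24 h plating, Fluo-8 75 min 37 °C, 30 min RT / Technique: calcium-sensitive Fluo-8 signal, excitation 470-495, emission 515-575 nm / Measure: % activation relative to PEA EC100 response / Benchmarks: DMSO and PEA EC100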
CHO parental Ca – counter-screen for OX1R antagonists: effect in parental CHO cells; parental CHO-K1, ATP-induced calcium, Fluo-8 fluorescence; inhibition, % at 5.6 µM; hit rate 0.63% among 330,000; AID 463079;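 active means inhibition above that plate's mean sample inhibition plus 3 SD, cut at about 26% in these data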;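 further: 0% = ATP-challenged DMSO wells and 100% = DMSO wells without ATP; some compounds past the cut are filed as inactive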
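Measured by: calcium-sensitive Fluo-8 fluorescence / Test system: CHO parental line / Controls: ATP-challenged DMSO wells low, unchallenged DMSO wells high / Measure: % inhibition / Compound: single nominal dose of 5.6 µM per compound / Replicates: single well per compound, no replicates / Reagent: ATP as calcium-mobilizing challenge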
OXTR agonist – agonists of human oxytocin receptor; activation, % at 3 µM; P30559; AID 2435; hit rate 0.32% among 320,000; CHO-OTR cells, Fluo-8 calcium fluorescence; normalized: DMSO 0%, oxytocin 100%;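 active means activation above the mean of all tested compounds plus 3 SD, cutoff set per screening run, cut at about 20% in these data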;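 further: peak over basal fluorescence ratio from a 100 s FLIPR kinetic read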
OXTR potentiate – potentiators of human oxytocin receptor. CHO-OTR cells, Fluo-8 calcium fluorescence, potentiator mode; 0% = oxytocin EC15, 100% = EC100. activation, % at 3 µM. hit rate 0.061% among 320,000;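 active means activation above that plate's cutoff, the mean activation of tested compounds plus 3 SD, cut at about 6.6% in these data, passing the limit was not always enough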;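 further: 100% uses oxytocin at 75 nM as the full agonist control; some results filed as inactive read as strong as hits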
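Measured by – Fluo-8 calcium dye fluorescence · Test system – human OTR in CHO cells · Dosing – one concentration, 3.0 µM compound · Controls – EC15 oxytocin alone as 0%, 75 nM oxytocin as 100% · Evaluation – normalized max/min fluorescence ratio, % activation · Timing – 6 min pre-incubation, 100 s read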
M1 ag – activates human CHRM1 receptor. hit rate 0.33% among 360,000. P11229. activation, % at 3 µM. CHO-K1 hM1, Fluo-8 calcium fluorescence, agonist mode; 0% DMSO, 100% acetylcholine EC100;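 active means activation above the run's mean compound activation plus 3 SD, cut at about 16% in these data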;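 further: peak over basal fluorescence ratio within a 140 s kinetic read after compound addition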
M1 antag – blocks human M1 muscarinic receptor; hit rate 1.3% among 360,000; CHO-K1 hM1, Fluo-8 calcium fluorescence, ACh EC80 antagonist; P11229; inhibition, % at 3 µM;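 active means percent inhibition above its own plate's cutoff, namely the mean of that plate's compound wells plus 3 SD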;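 further: peak over basal fluorescence ratio during 140 s after agonist addition; 0% = ACh EC80 plus DMSO and 100% = DMSO alone without agonist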
V1R ag counter – V1a receptor agonism, counter-screen for OXTR agonists. P37288. CHO-V1R cells, Fluo-8 calcium fluorescence, agonist mode; 0% DMSO, 100% 3 nM vasopressin. activation, % at 3 µM. hit rate 0.25% among 320,000;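 active means activation above the mean activation of all tested compounds plus 3 SD, per screening run, cut at about 20% in these data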;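 further: signal is peak over basal fluorescence ratio across a 100 second FLIPR read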
Target sequence (P37288 whole entry, looked up): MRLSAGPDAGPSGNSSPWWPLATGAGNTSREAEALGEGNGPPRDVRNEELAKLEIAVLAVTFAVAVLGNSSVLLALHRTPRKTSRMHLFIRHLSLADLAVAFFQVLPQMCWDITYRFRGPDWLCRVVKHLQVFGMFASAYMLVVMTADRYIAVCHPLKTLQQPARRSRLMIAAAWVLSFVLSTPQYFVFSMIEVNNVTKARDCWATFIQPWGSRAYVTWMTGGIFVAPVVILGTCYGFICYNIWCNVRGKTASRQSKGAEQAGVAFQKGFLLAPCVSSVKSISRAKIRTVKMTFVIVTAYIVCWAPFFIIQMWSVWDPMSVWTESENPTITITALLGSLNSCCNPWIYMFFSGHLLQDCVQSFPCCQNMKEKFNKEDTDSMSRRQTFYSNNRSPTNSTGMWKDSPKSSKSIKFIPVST
Numbers without * were called inactive; x = no result given.

SMILES | M1 PAM | TAAR1 antagonist | TAAR1 agonist | CHO parental Ca | OXTR agonist | OXTR potentiate | M1 ag | M1 antag | V1R ag counter
COc1ccc(CCNC(=O)COC(=O)Cn2cnc3ccccc32)cc1OC | 7 | -18 | 1 | -7 | 1.1 | 2 | -5 | -15 | 0.6
Cc1cc(NC(=O)COc2ccc(C(C)(C)C)cc2)no1 | 6 | 1 | 1 | x | x | x | -6 | -4 | x
Cc1nnc(NC(=O)CSc2nnc(CC(=O)Nc3ccccc3C)n2C)s1 | 17 | 2 | 1 | 2 | 0.2 | 1 | 2 | -13 | 0.1
Cc1ccc(C(=O)c2oc3nc(C)cc(C)c3c2N)cc1 | 1 | 4 | 9 | -5 | -2.2 | 1 | -5 | 4 | -1.1
CCN(CC)CCN1C(=O)C(=O)/C(=C(/O)c2c(C)[nH]c(C(=O)OC)c2C)C1c1cccnc1 (stereo not given) | 11 | -7 | 13 | -1 | -0.1 | -13 | -3 | -8 | 1.4
CN(CCC(=O)Nc1ccc(Cl)cc1)Cc1ccccc1 | 3 | -6 | 6 | -10 | 3.4 | -5 | -9 | -6 | 1.1
CC1(C)CC(=O)NC=C(c2ccccc2)C1 | 1 | -9 | 4 | -10 | 0.2 | -8 | -3 | 3 | 0.4
CCOC(=O)CSc1nc2ccccc2c(=O)n1-c1ccc(C)cn1 | -8 | 4 | -4 | -16 | 0.3 | -3 | -5 | 17 | -0.5
COc1ccc(CN2C(=O)C(C)=C(C)C2OC)cc1 (stereo not given) | 5 | -21 | 3 | 1 | -0.8 | -22 | -9 | -16 | -0.4
CC(C)(C)c1ccc(C(=O)NNC(=O)CCc2ccccc2)cc1 | 5 | 9 | -1 | -20 | -2.0 | -4 | -8 | -5 | -0.4
CCOc1ccc(N(C(C)C(=O)NCc2ccco2)S(C)(=O)=O)cc1 (stereo not given) | 7 | 1 | 14 | -15 | 1.1 | -6 | -2 | -13 | 0.3
O=C(CSc1ccc(Cl)cc1)NC1=NN(c2ccccc2)C(=O)C1 | 4 | 7 | 1 | -13 | -0.1 | -14 | 2 | -4 | 0.9
O=C(c1ccccc1)c1cccn1CC(=O)N1CCCCCC1 | 10 | 24 | 0 | -7 | -0.3 | 2 | -3 | -8 | -0.1
Cc1cc(=O)[nH]c(Nc2cccc(F)c2)n1 | 18 | 10 | 51* | 24 | 0.9 | -6 | 3 | -26 | 1.4
COc1cccc(CN(C)C(=O)Cn2cc(C)c(=O)[nH]c2=O)c1 | 5 | 0 | 4 | x | x | x | -2 | -7 | x
Cc1ccc(OCC(=O)N2c3ccccc3NC(=O)C2(C)C)c([N+](=O)[O-])n1 | 1 | 20 | 1 | -1 | 0.2 | -6 | -1 | 15 | -0.3
NC(=O)c1ccsc1NC(=O)COC(=O)Cc1ccccc1Cl | -19 | 22 | 18 | 3 | 16 | -11 | 5 | 29 | 11
C[C@@H]1CC[C@@]2(O[C@H](CCO)C[C@H](O)[C@H]2O)O1 | 7 | 1 | 6 | 2 | 1.2 | -1 | -3 | -2 | 0.4
COc1ccc(-c2nnn(CC(=O)N(CC(=O)NC3CCCC3)Cc3cccs3)n2)cc1OC | 0 | 24 | 1 | -16 | -1.2 | 2 | -4 | -4 | -1.2
COc1ccc(Cl)cc1S(=O)(=O)Nc1ccc2c(c1)n(C)c(=O)n2C | -2 | 1 | 6 | -9 | 9.1 | -11 | 3 | 4 | 11
COc1ccccc1NC(=O)c1ccc2c(c1)C(=O)N(c1ccccc1OC)C2=O | 14 | 26 | 3 | -3 | 0.5 | -7 | 4 | -11 | 1.7
N#Cc1c2n(c(=O)[nH]c1=O)CCCCC2 | -8 | 4 | -1 | -6 | 0.4 | -9 | 0 | 27 | 0.9
Cc1ccc(CN(C(=O)COc2ccc([N+](=O)[O-])cc2)C2CCS(=O)(=O)C2)o1 (stereo not given) | 3 | -11 | 4 | -15 | -0.1 | -11 | -2 | -4 | -0.1
Cc1ccc(C(=O)C(C)[n+]2cccc(C(N)=O)c2)cc1 (stereo not given) | 7 | 16 | 2 | -6 | 0.4 | -1 | -5 | 4 | 0.8
COc1ccccc1NS(=O)(=O)c1cccs1 | 5 | -4 | 0 | -5 | 0.0 | -5 | -2 | -14 | -0.3
Carrying on.
SMILES | M1 PAM | TAAR1 antagonist | TAAR1 agonist | CHO parental Ca | OXTR agonist | OXTR potentiate | M1 ag | M1 antag | V1R ag counter
S=c1[nH]c(-c2ccccc2)cn1/N=C/c1ccccc1Br | 4 | -11 | 0 | -3 | -0.4 | 2 | -4 | -6 | -0.9
Cc1ccc(C)c(S(=O)(=O)N2CCN(CC(=O)Nc3ccc([N+](=O)[O-])cc3)CC2)c1 | -5 | 29 | 10 | 1 | 6.6 | -12 | -8 | 9 | 9.0
CCn1c(SCc2cccc(C(F)(F)F)c2)nnc1-c1ccco1 | 7 | -11 | 1 | -19 | -0.7 | 2 | -6 | -3 | -1.2
COCCn1c(SCC(=O)N2CCCCC2)nc2c(c1=O)SC(C)C2 (stereo not given) | 1 | 7 | -1 | 100* | -1.0 | 1 | -6 | -2 | 1.1
CCN1CCN(C(c2ccc(OC)cc2)c2nnnn2Cc2ccc3c(c2)OCO3)CC1 (stereo not given) | 6 | -3 | 11 | -11 | 0.3 | 1 | -5 | -5 | -0.2
Cc1ccc(-c2cc(-c3nnc(SCC(=O)NC(C)C(C)C)n3N)c3ccccc3n2)cc1 (stereo not given) | -2 | 19 | 5 | -37 | -1.3 | -4 | -13 | 3 | -1.4
c1ccc(-c2cn3nc4c(nc3n2)CCCC4)cc1 | -5 | -25 | 0 | -4 | 1.0 | -3 | -3 | 7 | 0.3
COc1ccc(S(=O)(=O)N2CCN(C(=S)NCC3CCCO3)CC2)cc1OC (stereo not given) | 3 | -24 | 2 | -15 | 0.2 | -3 | -4 | -3 | 1.7
O=C(CN1C(=O)C2C3C=CC(C3)C2C1=O)N1CC=C(c2ccccc2)CC1 (stereo not given) | 5 | -7 | 4 | 0 | 7.5 | -15 | -2 | -7 | 4.1
COc1ccc(-c2csc3ncn(Cc4ccccc4)c(=O)c23)cc1 | 8 | 5 | -1 | -17 | -1.4 | -3 | 0 | -1 | 0.3
CNC(=O)c1nnsc1S(=O)(=O)c1ccc(Cl)cc1 | 9 | 25 | 3 | x | x | x | -4 | -2 | x
CC(=O)c1ccc(N2CCN(C(=O)C3CCN(S(=O)(=O)c4ccc(F)cc4)CC3)CC2)cc1 | 0 | 1 | 2 | -7 | 6.4 | -5 | -3 | -8 | 7.7
COc1cc(C(=O)Nc2c(C(=O)O)[nH]c3ccc(C)cc23)cc(OC)c1OC | 8 | -12 | 1 | x | x | x | -3 | -6 | x
O=C(CCCN1C(=O)/C(=C\c2ccccc2)SC1=S)Nc1ccc(C(=O)O)cc1 | 8 | -2 | 2 | 3 | 1.6 | -2 | 1 | -12 | 3.5
O=C(c1ccc(Cl)c([N+](=O)[O-])c1)N(Cc1ccc(F)cc1)C1CCS(=O)(=O)C1 (stereo not given) | -4 | -31 | 4 | -7 | 2.3 | -10 | -2 | 7 | -1.5
Cc1nn(-c2ccccc2)c2sc(C(=O)NNC(=O)COc3ccccc3)cc12 | 10 | -6 | 2 | -6 | 1.1 | -2 | -3 | -10 | 1.6
C/C(N)=C(\C#N)C(=O)NCCc1ccccn1 | 5 | 5 | 2 | -1 | 1.2 | -9 | -3 | -14 | 1.7
Nc1ccc2nc[nH]c2c1 | 9 | 1 | 12 | 14 | -0.6 | -15 | -4 | -5 | 0.1
Cc1ccc(NC(=O)CCc2ccc(S(=O)(=O)NC3CCCCC3)cc2)cc1 | 1 | 4 | 26 | -11 | 7.8 | -15 | 4 | -34 | 6.4
Cc1cc(C(=O)NNC(=O)Cc2ccc(Cl)cc2)c(C)o1 | 1 | -8 | 1 | -3 | -0.5 | -2 | -3 | 0 | -0.3
Cc1cc(C)cc(NC(=O)N2CCC(C(=O)c3ccc(F)cc3)CC2)c1 | 3 | -3 | 13 | -3 | -0.8 | -2 | -12 | -1 | 0.9
COc1ccc(S(=O)(=O)N(C)C[C@H]2Oc3ccc(NC(=O)C4CCCCC4)cc3C(=O)N([C@H](C)CO)C[C@@H]2C)cc1 | 4 | 7 | 1 | -20 | 0.1 | 4 | -8 | -7 | -0.5
COCCCNC(=O)Cn1c(=O)n(CC(=O)NCCc2ccc(OC)c(OC)c2)c(=O)c2sccc21 | 7 | -8 | 2 | -1 | 1.0 | 0 | -3 | -14 | -0.3
COc1ccc(NC(=O)C(Cl)=C(Cl)Cl)cn1 | 8 | 12 | 2 | x | x | x | -7 | -2 | x
CCOC(=O)C1(c2csc(N)n2)COC(=O)C1 (stereo not given) | 8 | 2 | 1 | -12 | -0.4 | -16 | 0 | -1 | 0.3
Going on with the list.
SMILES | M1 PAM | TAAR1 antagonist | TAAR1 agonist | CHO parental Ca | OXTR agonist | OXTR potentiate | M1 ag | M1 antag | V1R ag counter
Nc1nc(CSc2nc3ccccc3[nH]2)cs1 | 8 | -5 | 11 | -5 | 1.1 | 1 | -2 | -7 | 3.0
CCCOc1ccc(N2C(=O)CC(N3CCCC(C(=O)N4CCCC4)C3)C2=O)cc1 (stereo not given) | 0 | -3 | -4 | 0 | -0.7 | -3 | -3 | 4 | 7.8
CCCCCCSc1ccc(-c2nc3ccc(Cl)cn3c2NCc2ccccc2)cc1 | 11 | 3 | 10 | -14 | -0.9 | -5 | -5 | -8 | 1.3
CCc1sc(C(=O)Nc2ncccc2C)cc1C | 10 | -14 | 1 | -8 | 0.6 | -7 | -2 | -10 | -0.4
CC(C)(C)c1ccc(S(=O)(=O)N2CCC(N3CCCCC3)CC2)cc1 | -7 | -3 | 3 | -17 | 2.7 | -6 | -13 | 6 | 3.4
COc1ccccc1N1CCN(CCC(=O)Nc2cccc(F)c2)CC1 | 0 | 0 | 4 | x | x | x | -8 | -1 | x
COc1cc2[nH]c(=O)n(Cc3ccc(C(=O)NC4CCCC4)cc3)c(=O)c2cc1OC | 14 | 3 | 6 | -3 | -0.2 | -21 | 0 | -14 | 2.4
CCc1ccc2nc(N)sc2c1 | 1 | 11 | 4 | -2 | -2.0 | -6 | -1 | 0 | -0.7

Single records, as listed above. Order of values: M1 PAM, TAAR1 antagonist, TAAR1 agonist, CHO parental Ca, OXTR agonist, OXTR potentiate, M1 ag, M1 antag, V1R ag counter
Entry for Cc1ccc(C)c(S(=O)(=O)N2CCN(CC(=O)Nc3ccc([N+](=O)[O-])cc3)CC2)c1 = -5, 29, 10, 1, 6.6, -12, -8, 9, 9.0
Entry for CC(C)(C)c1ccc(C(=O)NNC(=O)CCc2ccccc2)cc1 = 5, 9, -1, -20, -2.0, -4, -8, -5, -0.4

Compound activity (PubChem)
